NPY2 pot ag: NPY-Y2 potentiators or agonists, primary screen, cell-based; Neuropeptide Y receptor type 2 (Homo sapiens), P49146; cells expressing NPY-Y2, potentiator/agonist read-out; activation, % at 3.6 µM; 220,000 tested, 0.45% active; in the data active means activation above about 27%;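 further: cells stimulated with NPY near EC25 plus isoproterenol at EC100; 0% = vehicle plus submaximal agonist and 100% = vehicle plus saturating agonist; some results beyond the cut were filed as inactive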
Target sequence (P49146 whole entry, looked up): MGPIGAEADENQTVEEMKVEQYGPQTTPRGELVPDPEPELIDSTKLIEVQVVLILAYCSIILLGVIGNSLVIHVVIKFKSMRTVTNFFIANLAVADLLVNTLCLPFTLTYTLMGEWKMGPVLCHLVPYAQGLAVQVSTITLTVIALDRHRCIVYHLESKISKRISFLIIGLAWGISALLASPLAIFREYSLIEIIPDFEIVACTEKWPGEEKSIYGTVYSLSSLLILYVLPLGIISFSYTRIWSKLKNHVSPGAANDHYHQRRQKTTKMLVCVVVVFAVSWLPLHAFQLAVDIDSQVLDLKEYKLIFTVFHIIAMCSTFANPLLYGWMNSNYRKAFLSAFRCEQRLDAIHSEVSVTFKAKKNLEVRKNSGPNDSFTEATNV
S1P4 antag: S1P4 receptor antagonists, primary screen, cell-based. Sphingosine 1-phosphate receptor 4 (Homo sapiens), O95977. S1P4-expressing cells, antagonist mode, reporter read-out. inhibition, % at 4.98 µM. 220,000 tested, 0.26% active. AID 1510, 2009; in the data active means inhibition above about 29%;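 further: 0% = wells stimulated with agonist and 100% = vehicle wells without agonist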
p47phox inh: p47phox/p22phox peptide binding inhibitors, primary screen, biochemical, uHTS, NADPH oxidase regulatory subunit; 220,000 tested, 0.53% active; inhibition, % at 24.7 µM; Neutrophil cytosol factor 1 (Homo sapiens), P14598; fluorescence polarization, 2 h;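 active means inhibition above about 30%, limit read from the data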;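 further: 0% = p47phox with labelled peptide and 100% = labelled peptide alone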
NPY-Y1 PAM-ag: NPY-Y1 receptor potentiators or agonists, primary screen, cell-based | 220,000 tested, 0.37% active | Neuropeptide Y receptor type 1 (Homo sapiens), P25929 | activation, % at 3.6 µM | NPY-Y1 expressing cells, potentiator/agonist activation; in the data active means activation above about 33%, passing the limit was not always enough;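 further: cells stimulated with NPY at EC10 then isoproterenol at EC100; 0% = low agonist plus stimulus and 100% = saturating agonist plus stimulus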
Target sequence (P25929 whole entry, looked up): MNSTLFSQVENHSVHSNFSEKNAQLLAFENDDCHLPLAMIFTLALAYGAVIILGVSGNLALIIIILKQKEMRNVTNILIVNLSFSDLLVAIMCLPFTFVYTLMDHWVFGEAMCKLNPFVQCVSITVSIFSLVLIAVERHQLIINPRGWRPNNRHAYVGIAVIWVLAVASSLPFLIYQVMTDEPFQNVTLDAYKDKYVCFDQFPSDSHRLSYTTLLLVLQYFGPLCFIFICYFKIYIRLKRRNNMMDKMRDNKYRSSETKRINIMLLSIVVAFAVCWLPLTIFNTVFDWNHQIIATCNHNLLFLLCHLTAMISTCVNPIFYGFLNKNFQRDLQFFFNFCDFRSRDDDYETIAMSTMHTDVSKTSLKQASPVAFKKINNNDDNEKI
Ba/F3 V617F tox: reduced viability of JAK2V617F-dependent Ba/F3 cells, primary screen, JAK2V617F inhibitor project, cell-based, Ba/F3 EpoR-JAK2V617F, luminescence; ATP luminescence; inhibition, % at 5.6 µM; 220,000 tested, 1.1% active; AID 1446, 2008;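 active means inhibition above the campaign mean plus 3 SD over all tested compounds, cut at about 24% in these data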;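 further: cytokine-independent growth of Ba/F3 cells driven by EpoR plus mutant JAK2; 0% = DMSO-treated cells and 100% = JAK inhibitor I control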
BaF3 tox: parental Ba/F3 cell viability inhibition, counter-screen for JAK2V617F inhibitor project, murine pro-B, CellTiter-Glo luminescence | inhibition, % at 5.6 µM | CellTiter-Glo ATP luminescence | 220,000 tested, 1.1% active;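 active means inhibition above a per-campaign cutoff, the mean inhibition of all tested compounds plus 3 SD, cut at about 27% in these data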;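 further: 0% = DMSO wells and 100% = JAK Inhibitor I control wells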
S1P4 ag: S1P4 receptor agonists, primary screen, cell-based. 220,000 tested, 0.35% active. S1P4-expressing cell line, agonist reporter assay. activation, % at 4.98 µM. Sphingosine 1-phosphate receptor 4 (Homo sapiens), O95977; in the data active means activation above about 11%;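 further: 0% = DMSO vehicle and 100% = reference agonist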
CHOP inhibitor: inhibitors of CHOP promoter induction, primary screen, cell-based, unfolded protein response, luciferase reporter | inhibition, % at 10 µM | CHO-K1 CHOP-promoter luciferase, tunicamycin-induced, 15-18 h | 220,000 tested, 3.8% active;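 active means compounds that reduced the stress-induced luciferase reporter signal by more than about 70% of percent inhibition, limit read from the data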;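 further: 0% = tunicamycin plus vehicle and 100% = wells without tunicamycin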
NPY-Y1 antag: NPY-Y1 receptor antagonists, primary screen, cell-based. Neuropeptide Y receptor type 1 (Homo sapiens), P25929. HEK293-CNG Y1 cells, membrane potential fluorescence; NPY at EC95, then isoproterenol. inhibition, % at 3.6 µM. 200,000 tested, 1% active;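 active means inhibition above the campaign mean inhibition of all tested compounds plus 3 SD, cut at about 20% in these data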;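 further: 0% = DMSO wells given NPY plus isoproterenol and 100% = isoproterenol alone without NPY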
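Benchmarks – high control isoproterenol alone, low control NPY with isoproterenol · Material – HEK293 Y1/CNG channel cell line · Times – dye 3 h, compound 60 min room temperature, stimulation 45 min · Probe or stimulus – NPY (25 nM), isoproterenol (1 µM), Ro 20-1724 (25 µM) · Evaluation – % inhibition of NPY effect · Signal – fluorescence, membrane potential probe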
* = called active by the depositor; · = no result given.

SMILES	NPY2 pot ag	S1P4 antag	p47phox inh	NPY-Y1 PAM-ag	Ba/F3 V617F tox	BaF3 tox	S1P4 ag	CHOP inhibitor	NPY-Y1 antag
CC(C)(C)c1ccc(NC(=O)COC(=O)c2ccc([N+](=O)[O-])s2)cc1	-4	4	-6	-1	-2	4	0.2	53	-2
C/C(=N\NC(=O)c1ccc(CSc2cccc3cccnc23)cc1)C1CCCCC1	-9	-11	-9	-12	1	2	0.4	25	5
COc1ccc(S(=O)(=O)N2CCOCC2)cc1NC(=O)CSc1cccc[n+]1[O-]	-8	1	-8	11	1	-1	1.3	9	·
CC(C)CC(=O)N1CCN(S(=O)(=O)c2ccc(Cl)cc2)CC1	8	-16	4	14	-1	1	1.1	1	10
Cc1ccc(NC(=O)CSC(C)C(=O)NCCc2ccccn2)cc1 (centres undefined)	1	8	-6	5	4	7	0.5	1	-2
O=C(c1ccccc1)c1cnc[nH]1	-17	-7	-6	12	-5	-1	2.2	-9	·
COc1ccc(OC)c(NC(=O)c2ccc(NS(=O)(=O)c3c(C)noc3C)cc2)c1	-1	-5	-8	0	2	5	1.6	-70	9
O=C(O)CCSc1nc2ccc(Br)cc2[nH]1	-6	-5	-7	-20	-3	-1	-0.5	2	9
Cc1ccc(C(=O)Nc2ccc(-c3csc(C)n3)cc2)cc1	8	-7	-6	-7	-2	-1	1.5	-6	-3
CCCCOCCCn1c(-c2ccco2)nc2nc3ccccc3nc21	-12	-21	-21	-13	1	5	5.9	31	6
CC(C)(C)OC(=O)NC(=NCCCc1cn(CC(=O)N2CCN(C(=O)OC(C)(C)C)CC2)nn1)NC(=O)OC(C)(C)C	-6	5	-5	-3	0	-1	1.1	11	5
O=C(Cc1ccc(F)cc1)Nc1ccccc1Sc1ccccc1	4	-20	-15	11	-4	1	0.2	45	-2
CC(C)(C)NC(=O)CN(C(=O)C(=O)Nc1ccc2c(c1)OCCO2)C(C)(C)C	9	9	-3	-4	-2	3	1.2	2	1
CC(C)c1nc2oc3c(=O)[nH]cnc3c2c2c1CCC2	2	-8	6	-4	3	4	-0.7	-12	-1
CCOc1ccc(-n2c(=O)[nH]cc(C(=O)N3CCc4ccccc43)c2=O)cc1	-13	-9	-6	-3	4	3	2.7	40	2
Cc1ccc(C(=O)n2cnnc2N)cc1C	-3	0	-14	-22	2	6	-3.2	43	5
N#C/C(=C\c1ccccc1[N+](=O)[O-])c1nc(C2CC2)cs1	4	-5	-2	-25	-1	1	0.7	24	-6
COc1ccc(C(=O)Nc2ccc(N3CCOCC3)cc2)cc1OC	12	-13	-11	2	17	14	0.6	-2	-7
CCCN1C(=O)c2[nH]nc(-c3cc(Cl)c(C)cc3O)c2C1c1ccc(O)c(OC)c1 (centres undefined)	-35	11	-15	8	3	-2	-0.1	-3	·
CCn1c(=O)c(=O)[nH]c2cc(C(=O)N3CCN(c4ccccc4F)CC3)ccc21	16	1	-58	4	0	4	0.8	-8	-1
COc1ccc(-c2ccc(CCC(=O)O)n2-c2ccccc2O)cc1	-9	2	-8	-4	1	0	0.0	-13	·
COCc1cc(=O)n2[nH]c(SC)nc2n1	-6	-6	-3	11	-3	-1	-0.4	21	-5
CCN(CC)C(=O)C1CC(=O)N(c2ccc(F)c(Cl)c2)C1 (centres undefined)	11	-18	·	-12	-1	5	2.0	·	-4
CCS(=O)(=O)C1=NN2C(=N)/C(=C\c3ccc(SCc4ccco4)o3)C(=O)N=C2S1	4	-13	-34	-2	0	8	0.3	2	-1
C=CCc1cccc2cc(C(=O)Nc3ccc(CC(=O)O)cc3)c(=O)oc12	10	-1	-13	2	2	3	0.0	41	-7
c1ccc2c(c1)ncn2CCOCCOCCn1cnc2ccccc21	-14	-23	8	-5	3	2	0.7	-4	-2
CCC(Sc1nc2cc(OC)c(OC)cc2c(=O)n1CCc1ccc(OC)c(OC)c1)C(=O)NCCOC (centres undefined)	2	3	-8	8	2	2	-1.3	3	6
c1ccc(C2=NN(c3ccccc3)C(c3ccco3)C2)cc1 (centres undefined)	-15	3	-15	0	-1	3	1.0	6	9
COc1ccc(C2=NOC(C(=O)NC(C)C)C2)cc1 (centres undefined)	4	7	-4	5	4	4	1.1	5	-4
O=C(/C=C/Nc1ccc(Oc2ccccc2)cc1)c1ccco1	-2	0	-5	-2	1	6	0.4	3	-3
Cc1c(Cl)cccc1NC(=S)NCc1cccs1	-12	7	-6	9	-3	3	0.4	25	-1
COc1ccc2[nH]c3c(=O)n4c(nc3c2c1)SCC4	-4	3	-12	12	3	-5	-0.4	34	1
COc1cnc(-c2ccccn2)nc1Oc1ccc(Cl)cc1	-23	-8	-7	-10	-5	0	2.3	-78	5
Cc1ccc(S(=O)(=O)NCC(=O)OCC(=O)c2cccs2)cc1	4	-14	-10	14	-3	2	-1.2	17	-5
CC1(c2ccccc2)NC(=O)N(CC(=O)Nc2cc(S(=O)(=O)N3CCOCC3)ccc2Cl)C1=O (centres undefined)	2	-16	-1	12	-2	6	1.5	20	2
CCOC(=O)C1CCN(C(=O)c2oc3ccc(S(=O)(=O)N4CC(C)CC(C)C4)cc3c2C)CC1 (centres undefined)	-43	-5	-12	4	-1	1	-0.8	54	16

Two entries from above, with each value named:
COc1cnc(-c2ccccn2)nc1Oc1ccc(Cl)cc1
- NPY2 pot ag: -23
- S1P4 antag: -8
- p47phox inh: -7
- NPY-Y1 PAM-ag: -10
- Ba/F3 V617F tox: -5
- BaF3 tox: 0
- S1P4 ag: 2.3
- CHOP inhibitor: -78
- NPY-Y1 antag: 5
Cc1ccc(S(=O)(=O)NCC(=O)OCC(=O)c2cccs2)cc1
- NPY2 pot ag: 4
- S1P4 antag: -14
- p47phox inh: -10
- NPY-Y1 PAM-ag: 14
- Ba/F3 V617F tox: -3
- BaF3 tox: 2
- S1P4 ag: -1.2
- CHOP inhibitor: 17
- NPY-Y1 antag: -5

More structures
SMILES	NPY2 pot ag	S1P4 antag	p47phox inh	NPY-Y1 PAM-ag	Ba/F3 V617F tox	BaF3 tox	S1P4 ag	CHOP inhibitor	NPY-Y1 antag
Cc1ccc2nc(-c3ccc(SCC(=O)O)nc3)[nH]c2c1	-4	0	-5	-17	6	11	0.7	37	6
O=C(NCCN1CCOCC1)C12CC3CC(C1)CC(c1ccccc1)(C3)C2	0	-10	-9	13	-1	7	1.8	8	0
NCC12CC3CC(CC(O)(C3)C1)C2	-6	-1	-12	-8	3	5	-2.4	32	1
CC(=O)c1ccc(N2C(=NC(=O)C(C)C)SC3CS(=O)(=O)CC32)cc1 (centres undefined)	-3	-35	-6	-6	5	3	1.7	22	-1
COC(=O)c1ccc2c(c1)S(=O)(=O)NC(=NCc1ccco1)S2	2	-16	-2	1	1	3	1.9	9	0
COc1ccc(C(C)=O)c2c1OCCO2	11	-2	-2	-10	-2	-2	-3.2	4	0
COc1ccc(NC(=O)/C(=C\c2cccnc2)NC(=O)c2cccs2)cc1	7	-13	-10	-19	-1	7	0.8	-10	-4
C/C(N)=C(/C#N)C(=O)CSc1nnc(-c2ccc(OC(F)F)cc2)o1	15	-18	-7	-8	1	1	0.3	41	3
CCCCOc1ccccc1C1NC(=O)NC(C)=C1C(=O)OCCOC (centres undefined)	5	-10	·	6	-1	4	-0.4	·	-5
COc1nc(Nc2ccc(O)cc2)nc(OC(C(F)(F)F)C(F)(F)F)n1	11	-2	1	10	0	5	-2.2	66	-1
CC(C)(C)NC(=O)CSc1nccn1Cc1ccccc1	-1	-16	-1	5	-4	-1	4.9	16	4
c1cc2ccc3ccc(-n4cnnn4)c4ccc(c1)c2c34	-12	-8	-13	6	-3	2	1.9	-1	7
O=C(CSc1cccc[n+]1[O-])Nc1ccc2c(c1)OCCO2	7	-19	5	15	1	6	0.6	-11	0
Cn1c(/N=C/c2cc(Cl)ccc2O)nc2ccccc21	-14	1	0	1	-1	5	-0.4	37	3
O=C(O)c1ccc(N/N=C/c2ccc(OC(=O)c3cccc(Cl)c3)cc2)cc1	-1	0	-1	-2	-1	0	0.7	79*	·
CC1CCN(C(=O)C2CCN(S(=O)(=O)c3cc(Cl)ccc3Cl)CC2)CC1	-17	-16	-7	1	3	-9	0.4	-5	·
O=C(NC(=S)N(Cc1ccccc1)c1ccccn1)C1CC1	3	-2	-10	4	-1	6	-1.6	-12	2
Cc1nc2ncnn2c(C)c1Cc1cccc(C(F)(F)F)c1	-4	-6	-3	1	7	4	-1.5	22	7
CCOc1ccc(NC2=C(Cl)C(=O)N(Cc3ccccc3)C2=O)cc1	8	-24	-6	21	-2	8	0.9	105*	-3
CN(c1ccccc1C(=O)Nc1ccc(F)c(F)c1)S(C)(=O)=O	-9	-7	-1	1	3	7	-0.6	0	7
CNc1cncc(C(=O)O)c1	5	-11	0	-3	5	10	-1.6	6	1
Cc1ccc(C)c(NC(=O)C(c2ccccc2)N2CCOCC2)c1 (centres undefined)	-8	2	1	-10	-2	3	-0.5	-1	1
CC(=O)c1ccc(N2CCN(CCC#N)CC2)c(F)c1	-17	-3	-18	5	0	2	-2.0	39	-3
CCOC(=O)C1(CCc2ccccc2)CCN(C(=O)CCn2cnnn2)CC1	0	4	-7	2	-1	4	0.5	-14	-5
Oc1ccc(/C=N/Nc2cc(N3CCOCC3)nc(N3CCOCC3)n2)cc1	6	-9	·	7	0	6	-0.8	·	-2

Of the compounds above, ten contain a Cl atom.
SMILES	NPY2 pot ag	S1P4 antag	p47phox inh	NPY-Y1 PAM-ag	Ba/F3 V617F tox	BaF3 tox	S1P4 ag	CHOP inhibitor	NPY-Y1 antag
CC(C)CC(=O)N1CCN(S(=O)(=O)c2ccc(Cl)cc2)CC1	8	-16	4	14	-1	1	1.1	1	10
CCCN1C(=O)c2[nH]nc(-c3cc(Cl)c(C)cc3O)c2C1c1ccc(O)c(OC)c1 (centres undefined)	-35	11	-15	8	3	-2	-0.1	-3	·
CCN(CC)C(=O)C1CC(=O)N(c2ccc(F)c(Cl)c2)C1 (centres undefined)	11	-18	·	-12	-1	5	2.0	·	-4
Cc1c(Cl)cccc1NC(=S)NCc1cccs1	-12	7	-6	9	-3	3	0.4	25	-1
COc1cnc(-c2ccccn2)nc1Oc1ccc(Cl)cc1	-23	-8	-7	-10	-5	0	2.3	-78	5
CC1(c2ccccc2)NC(=O)N(CC(=O)Nc2cc(S(=O)(=O)N3CCOCC3)ccc2Cl)C1=O (centres undefined)	2	-16	-1	12	-2	6	1.5	20	2
Cn1c(/N=C/c2cc(Cl)ccc2O)nc2ccccc21	-14	1	0	1	-1	5	-0.4	37	3
O=C(O)c1ccc(N/N=C/c2ccc(OC(=O)c3cccc(Cl)c3)cc2)cc1	-1	0	-1	-2	-1	0	0.7	79*	·
CC1CCN(C(=O)C2CCN(S(=O)(=O)c3cc(Cl)ccc3Cl)CC2)CC1	-17	-16	-7	1	3	-9	0.4	-5	·
CCOc1ccc(NC2=C(Cl)C(=O)N(Cc3ccccc3)C2=O)cc1	8	-24	-6	21	-2	8	0.9	105*	-3

From PubChem
